RSV antiviral HEp-2 – inhibition of RSV-induced cytopathic effect – HEp-2 cells, primary 10 µM value included (AID 2391). HEp-2 cells, RSV-induced CPE inhibition; higher % means a stronger effect. CPE inhibition, % at 10 µM; hits with a dose series show IC50 in µM. 310,000 compounds, 0.13% hits; in the data active means a potency from the dose series; inconclusive means CPE inhibition mostly from about 23% at the one dose, without a potency; inactive means the rest, 99 in 100 with CPE inhibition below about 21%; further: strong numbers were not always called active
Rac1 GTP hydrolysis – MgcRacGAP GTPase-activating activity inhibitors, confirmation, biochemical, ADP Hunter fluorescence; AID 624330; MgcRacGAP-stimulated Rac1 GTP hydrolysis, ADP Hunter fluorescence; higher % means a stronger effect; GST-tagged Rac1 F28L mutant substrate; inhibition, % at 30 µM, or IC50 in µM where a hit was titrated; 340,000 compounds, 0.6% hits;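 active means first-screen hits whose inhibition reached a set limit at any dose in the follow-up dose series; inconclusive means inhibition above the set first-screen limit but never retested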;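 further: fluorescence reports GDP produced by GAP-driven GTP hydrolysis; strong numbers were not always called active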
T cell modulator – modulates CD8 T cell binding to vesicles; calls only at 7 µM; 2C CD8+ T cell-vesicle binding, flow cytometry; hits give low values; 330,000 compounds, 0.068% hits;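 active means response, share of CD8 T cells binding vesicles, and their 90th percentile fluorescence all below set limits, cut at about 80% in these data, passing the limit was not always enough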
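Incubation: binding step 1.5 h, 37 °C, antibody labelling 20 min, ice; system: murine 2C transgenic CD8+ T lymphocytes; technique: cytometric PE anti-B7-1 and Alexa647 anti-CD8 signals after 1% paraformaldehyde fixation; also added: QL9-charged Drosophila Ld/ICAM-1/B7-1 vesicles; control set: naked versus QL9-loaded vesicles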
Salmonella PhoP GFP – inhibitors of PhoP regulon expression, primary screen, Salmonella Typhimurium, GFP reporter (AID 1863); S. Typhimurium PhoP-regulated promoter GFP reporter, 4 h; higher % means a stronger effect; inhibition, % at 50 µM, or IC50 in µM where a hit was titrated; 300,000 compounds, 0.16% hits;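 active means inhibition over 29.93%, a cutoff 3 SD above the screen mean, later confirmed by dose response; inconclusive means inhibition over 29.93% but no dose response follow-up; inactive means inhibition at most 29.93% or unconfirmed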;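 further: 0% = low Mg2+ inducing control and 100% = high Mg2+ repressing control; strong numbers were not always called active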
Myeloid diff 2 – myeloid differentiation induction | ER-HoxA9 myeloid progenitors, lysozyme-GFP differentiation, flow cytometry | AID 624256 | calls only at 10 µM | 360,000 compounds, 1% hits;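 active means normalized GFP-positive differentiation at or above the plate's own cutoff, the solvent-only control mean plus 3 SD; inconclusive means no clear call, values can overlap the other calls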;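 further: cells exposed to compound for four days before flow analysis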
Large T inhibition – SV40 large T antigen inhibitors, biochemical (AID 1903). inhibition, % at 20 µM, or IC50 in µM where a hit was titrated. 310,000 compounds, 0.39% hits. SV40 large T antigen ATPase/helicase inhibition assay; higher % means a stronger effect; in the data active means a potency from the dose series; inconclusive means inhibition mostly from about 32% at the one dose, without a potency; inactive means the rest, 99 in 100 with inhibition below about 32%; further: strong numbers were not always called active
WT yeast gro inh – growth inhibition of WT yeast, mitochondrial fusion screen. inhibition, % at 10 µM. 190,000 compounds, 2.1% hits. AID 1362. mitochondrial fusion phenotypic screen, WT strain; in the data active means inhibition above about 58%; tested in S. cerevisiae
West Nile virus CPE – inhibition of WNV-induced cytopathic effect – cell-based, CPE readout (AID 1621); West Nile virus-infected cells, CPE inhibition; higher % means a stronger effect; CPE inhibition, % at 10 µM; hits with a dose series show IC50 in µM; 290,000 compounds, 0.02% hits; in the data active means a potency from the dose series; inconclusive means CPE inhibition mostly from about 3.7% at the one dose, without a potency; inactive means the rest, 99 in 100 with CPE inhibition below about 2.2%; further: strong numbers were not always called active
b-catenin transl – beta-catenin nuclear translocation modulation; HeLa beta-catenin nuclear translocation, immunofluorescence imaging; nuclear translocation activity, % at 5 µM; 190,000 compounds, 0.3% hits; AID 1665;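 active means nuclear translocation activity above 50% at 5 µM, with a well cell count of 50 or more; inconclusive means wells under 50 cells across six images, flagged as toxic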;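 further: per-cell ratio of nuclear to cytoplasmic median beta-catenin stain intensity; plate controls were DMSO negative control for no effect and GSK-3 inhibitor IX positive control for full effect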
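Test system: HeLa cells, endogenous beta-catenin; Compound: single 5 µM dose plus 0.02–20 µM confirmation series; Times: compound exposure 24 h at 37°C; Signal: fluorescence imaging of beta-catenin antibody stain plus DAPI; Read-out: % activation, nuclear-to-cytoplasmic median beta-catenin signal ratio per cell.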
WT yeast gro inh mutant strain – further read-out of WT yeast gro inh, marked with its call; inhibition, %; mitochondrial fusion phenotypic screen, mutant strain inhibition
b-catenin transl cell count 5 µM – recorded beside b-catenin transl, whose call it bears; cell count; measured here: cell count, cytotoxicity flag
T cell modulator vesicle-bound % – second read-out of T cell modulator, no call of its own (marks repeat the call); double positive events, %; measured here: CD8+ vesicle-bound cell fraction;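 binding gate set so that unloaded-vesicle control wells show 10% double positive cells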
Myeloid diff 2 GFP+ MAC1+ % – second read-out of Myeloid diff 2, no call of its own (marks repeat the call); GFP+ MAC1+ double positive, %; measured here: differentiation confirmed by MAC1 staining
* = called active by the depositor; i = inactive; u = inconclusive; x = not tested or not shown.

1: Cc1ccc(OCC(=O)Nc2ccccc2N2CCCC2)c(C)c1
2: N=C1SC(c2ccccc2)C(=O)N1c1ncc(Cc2ccccc2)s1 (centres undefined)
3: COc1ccc(S(=O)(=O)N2CCc3ccccc32)cc1C(=O)NC1(C)CCS(=O)(=O)C1 (centres undefined)
4: COc1ccc(CCNC(=O)c2cccc3c2C(=O)N(C2CCCCC2)C3)cc1OC
5: OC1(c2ccc(Br)cc2)CCN(Cc2cccc(Br)c2)CC1
6: COc1ccc(NC(=O)CN(C)C(=O)c2cccc(S(=O)(=O)N3CCN(c4ccccc4)CC3)c2)cc1
7: CCc1ccccc1-n1nnnc1SCC(=O)Nc1ccc(N2CCN(C)CC2)cc1
8: COc1cccc(CN(C)C(=O)c2ccc3c(=O)n4c(nc3c2)CCC4)c1OC
9: Cc1ccc(Nc2nnc(SC(C)C(=O)Nc3c(C)n(C)n(-c4ccccc4)c3=O)s2)cc1 (centres undefined)
10: Cc1ccc2[nH]c3c(N4CCOCC4)ncnc3c2c1
Compound | 1 | 2 | 3 | 4 | 5 | 6 | 7 | 8 | 9 | 10
RSV antiviral HEp-2 | 7.8% | 9.2% | 0.9% | 5.5% | 8.6% | u | -0.1% | 1.0% | 5.4% | 8.2%
Rac1 GTP hydrolysis | -0.3% | 7.8% | 4.3% | 5.6% | -1.1% | 6.2% | -8.1% | 9.2% | 5.2% | 25.2%
T cell modulator | i | i | i | i | i | i | i | i | i | i
T cell modulator vesicle-bound % | 59.8 | 38.5 | 40.2 | 22.1 | 52.1 | 36.8 | 54.5 | 22.5 | 43.5 | 32.8
Salmonella PhoP GFP | 4.5% | 2.1% | x | -3.6% | 7.6% | -7.7% | 4.4% | 2.1% | -6.8% | 12.7%
Myeloid diff 2 | i | i | i | i | i | i | i | i | i | i
Myeloid diff 2 GFP+ MAC1+ % | 0.2 | 0.2 | 0.4 | 0.4 | 0.4 | 0.4 | 1.8 | 1.3 | 0.5 | 1.1
Large T inhibition | 12.8% | -1.1% | x | 21.7% | 3.2% | 6.0% | 5.1% | 24.1% | 12.6% | 4.8%
WT yeast gro inh | 65.5* | 22.7 | x | x | x | x | x | x | -8.5 | 5.0
WT yeast gro inh mutant strain | 17.2* | -6.6 | x | x | x | x | x | x | -9.8 | 53.7
West Nile virus CPE | -0.3% | 0.7% | x | 0.2% | -0.6% | x | 0.6% | -0.7% | 0.7% | 0.1%
b-catenin transl | 0.1 | x | x | x | x | x | x | x | 1.5 | -4.4
b-catenin transl cell count 5 µM | 1490 | x | x | x | x | x | x | x | 1154 | 1158

11: O=C(C1CCC1)N1CCC(c2nc3c(nnn3Cc3c(F)cccc3Cl)c(=O)[nH]2)CC1
12: CC1=C(C(=O)Nc2cccnc2)C(c2ccccn2)n2nnnc2N1 (centres undefined)
13: C=CCNC(=O)CSc1nnc(-c2ccccc2Br)n1-c1cccc(C(F)(F)F)c1
14: COc1ccc(-c2cc(C(N)=O)nc(N3CCCCCC3)n2)cc1
15: Cc1cc(C)nc(NC(=S)Nc2ccccc2)n1
16: COc1cccc(NC(=O)C2C3C=CC4(O3)C2C(=O)N(CCCN2CCCC(C)C2)C4C(=O)NC2CCCCC2C)c1 (centres undefined)
17: Cc1ccccc1Nc1nc(-c2sc(NC(=O)c3ccco3)nc2C)cs1
18: Cc1csc2nc(O)c(C(=O)NCc3ccc4c(c3)OCO4)c(=O)n12
19: C=C1CCN([C@@H](CC(C)C)C(=O)N2CCOCC2)S(=O)(=O)c2ccccc21
20: CC(C)(C)OC(=O)NC1CCN(S(=O)(=O)c2ccc3c(c2)OCCO3)CC1
Compound | 11 | 12 | 13 | 14 | 15 | 16 | 17 | 18 | 19 | 20
RSV antiviral HEp-2 | 2.1% | 0.7% | 2.4% | 2.1% | 1.0% | 0.3% | 5.5% | 3.5% | 1.5% | 0.3%
Rac1 GTP hydrolysis | 6.8% | 6.2% | 13.1% | -4.4% | -5.5% | 2.1% | 7.5% | 3.5% | 5.6% | 1.4%
T cell modulator | i | i | i | i | i | i | i | i | i | i
T cell modulator vesicle-bound % | 31.1 | 53.0 | 33.3 | 34.9 | 35.5 | 51.4 | 7.9 | 38.6 | 42.8 | 46.1
Salmonella PhoP GFP | -7.8% | 35.6% | -11.6% | 11.2% | 1.9% | -9.2% | -0.6% | -2.6% | -5.2% | x
Myeloid diff 2 | i | i | i | i | i | i | i | i | i | i
Myeloid diff 2 GFP+ MAC1+ % | 1.3 | 2.5 | 0.2 | 0.8 | 0.9 | 0.1 | 1.6 | 0.4 | 1.0 | 2.4
Large T inhibition | 22.9% | -8.8% | 3.9% | -3.1% | 8.5% | 9.5% | u | 2.0% | 8.1% | x
WT yeast gro inh | -7.1 | -7.1 | -13.3 | 6.9 | 0.1 | x | -6.1 | x | x | x
WT yeast gro inh mutant strain | 6.5 | -1.8 | -9.8 | 8.6 | 14.5 | x | 0.4 | x | x | x
West Nile virus CPE | 0.1% | -0.6% | -1.1% | 1.2% | 0.4% | -0.2% | 0.0% | x | 0.3% | -0.9%
b-catenin transl | 0.4 | x | 0.7 | -4.1 | 5.0 | x | 20.5 | x | x | x
b-catenin transl cell count 5 µM | 1182 | x | 977 | 1033 | 889 | x | 856 | x | x | x

An excerpt from above, limited to Large T inhibition, b-catenin transl cell count 5 µM and WT yeast gro inh mutant strain:
nr | smiles | Large T inhibition | b-catenin transl cell count 5 µM | WT yeast gro inh mutant strain
17 | Cc1ccccc1Nc1nc(-c2sc(NC(=O)c3ccco3)nc2C)cs1 | u | 856 | 0.4
18 | Cc1csc2nc(O)c(C(=O)NCc3ccc4c(c3)OCO4)c(=O)n12 | 2.0% | x | x

Going on with the list.
21: CCn1c(CNC(=O)c2cccc(C)c2)nnc1SCC(=O)N1CCOCC1
22: COc1ccc(OC)c(S(=O)(=O)Nc2cccc(-c3ccc(N4CCCCCC4)nn3)c2)c1
23: CCN(CC(=O)Nc1c(F)cccc1F)C(=O)CSCC(=O)Nc1cc(C)on1
24: COc1ccc(C(=O)NNC(=S)NC(=O)c2ccco2)cc1
25: Cc1c(Cl)cn2c(=O)cc(CN(C)Cc3nc4ccccc4c(=O)[nH]3)nc2c1Cl
26: CCOC(=O)CCCCC(=O)c1[nH]c(=O)[nH]c1CSc1nnc2c3cc(Br)ccc3n(C)c2n1
27: N#Cc1nc(-c2ccc(F)cc2)oc1N1CCCC1
28: O=C(COc1ccc(Cl)cc1)OCC(=O)N1CCCc2ccccc21
29: C(=C\c1ccccc1)/CSc1nnc(-c2cccnc2)n1Cc1ccco1
30: COCC(=O)N1CCC(n2nnc3cc(C(F)(F)F)ccc32)CC1
Compound | 21 | 22 | 23 | 24 | 25 | 26 | 27 | 28 | 29 | 30
RSV antiviral HEp-2 | 1.5% | u | -1.9% | -0.3% | -1.2% | 12.7% | 2.2% | 0.3% | 3.9% | -0.4%
Rac1 GTP hydrolysis | 5.0% | 10.0% | -3.1% | 6.2% | x | x | 0.7% | 6.6% | 8.7% | 3.1%
T cell modulator | i | i | i | i | i | i | i | i | i | i
T cell modulator vesicle-bound % | 21.1 | 12.0 | 30.1 | 14.9 | 53.3 | 25.9 | 45.8 | 44.4 | 29.1 | 48.7
Salmonella PhoP GFP | -2.8% | 4.2% | 2.5% | -7.7% | 2.2% | 1.1% | 5.3% | -1.5% | 12.8% | -3.6%
Myeloid diff 2 | i | u | i | i | x | x | i | i | i | i
Myeloid diff 2 GFP+ MAC1+ % | 0.9 | x | 0.8 | 0.8 | x | x | 0.4 | 0.4 | 0.9 | 0.2
Large T inhibition | 10.2% | 8.5% | 10.7% | -46.1% | 2.5% | 12.6% | 10.8% | 11.3% | 2.4% | 24.9%
WT yeast gro inh | x | x | x | 48.4 | 5.8 | -9.2 | 5.4 | -3.3 | -1.2 | -2.7
WT yeast gro inh mutant strain | x | x | x | 52.9 | 6.3 | 4.9 | 36.5 | 7.2 | 5.2 | -5.9
West Nile virus CPE | -0.4% | -0.1% | x | -0.2% | -1.1% | -1.0% | x | -0.6% | -0.8% | -0.2%
b-catenin transl | x | x | x | -0.2 | 0.0 | 1.9 | x | -2.2 | -1.5 | 2.8
b-catenin transl cell count 5 µM | x | x | x | 1365 | 1088 | 945 | x | 1157 | 1184 | 981

31: Cc1c(C)c2ccc(OCC(=O)Nc3nccs3)cc2oc1=O
32: Cn1c(-c2cccc([N+](=O)[O-])c2)cnc1NCc1cccc(F)c1
33: O=c1cc(-c2ccccc2)nc(N2CCN(Cc3ccccc3)CC2)[nH]1
34: O=C(Nc1ccc(N2CCOCC2)cc1N1CCOCC1)c1ccc(Cl)cc1
35: O=C(Nc1cccc(S(=O)(=O)N2CCOCC2)c1)c1ccc2c(=O)n3c(nc2c1)CCCCC3
36: C=CCOc1ccc(/C=C2/C(=O)ON=C2C)cc1OCC
Compound | 31 | 32 | 33 | 34 | 35 | 36
RSV antiviral HEp-2 | 20.3% | -0.4% | 0.5% | 0.8% | 15.6% | 0.9%
Rac1 GTP hydrolysis | -6.3% | u | 3.8% | 12.3% | 11.2% | x
T cell modulator | i | i | i | i | i | i
T cell modulator vesicle-bound % | 8.9 | 8.9 | 40.3 | 45.7 | 9.7 | 52.2
Salmonella PhoP GFP | -7.9% | 0.6% | -2.7% | -2.0% | 4.2% | 8.0%
Myeloid diff 2 | i | i | i | i | i | i
Myeloid diff 2 GFP+ MAC1+ % | 0.0 | 0.6 | 0.8 | 1.1 | 0.1 | 0.6
Large T inhibition | 11.2% | 5.6% | 13.3% | 22.4% | 11.8% | 17.3%
WT yeast gro inh | x | x | -6.6 | x | -17.2 | x
WT yeast gro inh mutant strain | x | x | 0.1 | x | -28.2 | x
West Nile virus CPE | -0.1% | -1.0% | -0.5% | 0.1% | 0.4% | -0.7%
b-catenin transl | x | x | -0.7 | x | 0.5 | x
b-catenin transl cell count 5 µM | x | x | 956 | x | 1101 | x

Screening results deposited in PubChem by several laboratories.
